Source: PubChem
K1F lysis inhibition: inhibition of K1F phage lysis, E. coli UTI89, bacterial capsule biogenesis inhibitors, alamar blue (AID 488966); E. coli UTI89 K1F phage lysis, alamar blue, 2 h; higher % means a stronger effect; inhibition, % at 100 µM; hits with a dose series show IC50 in µM; 0.02% of 340,000 active;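 active = phage lysis inhibition, versus mean bacterial control, above a set limit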;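 note: capsule biogenesis inhibitors block K1F phage lysis so surviving cells raise fluorescence; higher fluorescence means more inhibition of phage lysis; actives were called in the ten point dose series up to 300 µM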
Hep lipid drop: inhibitors of hepatocyte lipid droplet formation, primary screen, imaging, high-throughput imaging, BODIPY stain; AML12 mouse hepatocytes, oleate lipid droplets; inhibition, % at 6.5 µM; 0.4% of 240,000 active; AID 1656, 2009;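 active = lipid droplet intensity inhibited by at least 50%, with more than 500 cells counted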
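Assay system: AML12 hepatocytes (mouse) / Also added: 100 µM oleic acid challenge / Times: overnight treatment with compound plus oleate / Detection: high-content imaging of BODIPY-stained droplets and DAPI nuclei / Evaluation: % inhibition of lipid droplet signal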
SIAH1 antagonists: Siah-1 peptide-binding antagonists, primary screen, biochemical, fluorescence polarization, rhodamine-plectin, uHTS (AID 1817); displacement, % at 20 µM; hits with a dose series show IC50 in µM; E3 ubiquitin-protein ligase SIAH1 (Homo sapiens); 0.02% of 290,000 active; Siah-1 / rhodamine-plectin peptide fluorescence polarization; higher % means a stronger effect;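 active = displacement of at least 50% at 20 µM, with a fluorescence ratio check between 0.3 and a set limit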;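 note: plate controls were Siah plus tracer with DMSO for no effect and tracer alone without Siah for full effect; strong numbers were not always called active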
M17LAP inhibition: P. falciparum M17LAP inhibitors, primary screen, biochemical, fluorogenic H-Leu-NHMec substrate, 1536-well (AID 1619) | recombinant M17LAP, H-Leu-NHMec fluorogenic kinetic assay; higher % means a stronger effect | Leucine aminopeptidase (Plasmodium falciparum (isolate 3D7)) | inhibition, % at 30 µM; hits with a dose series show IC50 in µM | 0.38% of 220,000 active;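 active = compound inhibiting the enzyme by more than half at any dose during confirmatory dose-response retesting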;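 note: plate controls were full reaction with DMSO carrier for no effect and no enzyme background for full effect; strong numbers were not always called active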
PMI inhibition: human PMI inhibitors, high substrate, primary screen, biochemical, fluorescence intensity, high mannose 6-phosphate (AID 1220); Mannose-6-phosphate isomerase (Homo sapiens); recombinant PMI enzyme, coupled fluorescence intensity; higher % means a stronger effect; one-dose inhibition, % at 20 µM; IC50 in µM for titrated hits; 0.66% of 190,000 active
TNAP activation fold: human TNAP enzyme activators, primary screen, biochemical, luminescent, no phosphate acceptor, uHTS (AID 1001); Alkaline phosphatase, tissue-nonspecific isozyme (Homo sapiens); activation fold at 20 µM, or EC50 in µM where a hit was titrated; purified TNAP, luminescent activation assay, no phosphate acceptor; higher activation fold means a stronger effect; 0.03% of 200,000 active; in the data active = activation fold from about 3, or a potency from the dose series; inactive = the rest, 99 in 100 with activation fold below about 1.6; note: many of its hits are not listed in these tables
XIAP antagonists: XIAP antagonists, biochemical, IAP family, fluorescence polarization (AID 1018). E3 ubiquitin-protein ligase XIAP (Homo sapiens). XIAP BIR domain, fluorescence polarization peptide displacement; higher % means a stronger effect. one-dose displacement, % at 20 µM; IC50 in µM for titrated hits. 0.007% of 200,000 active; in the data active = displacement above about 50%; note: a part of the inactive calls stands beside numbers as strong as those of hits
M1AAP inhibition: P. falciparum M1AAP inhibitors, biochemical, fluorogenic H-Leu-NHMec substrate, 1536-well (AID 1445); Aminopeptidase N (Plasmodium falciparum (isolate 3D7)); recombinant M1AAP, H-Leu-NHMec fluorogenic kinetic assay; higher % means a stronger effect; inhibition, % at 30 µM, or IC50 in µM where a hit was titrated; 0.42% of 220,000 active;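 active = primary inhibition above the hit cutoff, then over 50% inhibition at one or more dose response concentrations, cut at about 23% in these data, passing the limit was not always enough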;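 note: plate controls were DMSO full reaction for no effect and no enzyme background for full effect; strong numbers were not always called active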
PMI inhibitors: inhibitors of human PMI, primary screen, biochemical, fluorescence intensity, coupled assay (AID 1209); Mannose-6-phosphate isomerase (Homo sapiens); purified PMI enzyme, coupled fluorescence intensity; higher % means a stronger effect; inhibition, % at 20 µM, or IC50 in µM where a hit was titrated; 0.42% of 190,000 active;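 note: plate controls were DMSO vehicle for no effect and wells lacking substrate for full effect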
Hep lipid drop cells 6.5 µM: second read-out of Hep lipid drop, no call of its own (marks repeat the call); cell count; measured here: cell count, cytotoxicity flag;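 cells counted across two imaged fields per well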
An asterisk follows results filed as active; nt = no result given; [ ] = remark or other dose. Cut-off read from the data, not from the text of the source, unless noted: active = inhibition above about 50%; inactive = the rest.

no.	compound	K1F lysis inhibition	PMI inhibitors	Hep lipid drop cells 6.5 µM	M1AAP inhibition	M17LAP inhibition	TNAP activation fold	SIAH1 antagonists	XIAP antagonists	PMI inhibition	Hep lipid drop
1	CCOC(=O)c1oc2ccc(S(=O)(=O)n3nc(-c4ccc(OC)cc4)cc3N)cc2c1C	5.0%	9%	666	4%	-3%	1	-5%	-5.6%	8%	4
2	Cc1c(C(=O)N/N=C/c2cccnc2)sc(=S)n1C	1.1%[50 µM]	-16%	685	22%	20%	1.1	4%	0.3%	-18%	5
3	CCS(=O)(=O)N1CCC(C(=O)NCc2ccc(OC)cc2OC)CC1	0.9%	5%	674	0%	1%	1	1%	-4.0%	7%	0
4	CCCN(CC(=O)Nc1ccc(C(N)=O)cc1)CC(=O)Nc1ccccc1C	0.2%	-32%	720	4%	2%	1.1	4%	-7.8%	-27%	-4
5	O=C(NCc1cccc(F)c1)c1noc2c1CCCC2	-0.4%	7%	669	7%	-1%	1	-3%	-14%	7%	-6
6	Cn1c(C(C#N)C(=O)c2ccco2)nc2ccccc21 (stereo not given)	0.0%	3%	nt	10%	-18%	1.1	10%	-0.2%	2%	nt
7	CC(Cc1ccccc1)NC(=O)c1cc([N+](=O)[O-])ccc1Cl (stereo not given)	1.7%	nt	711	-2%	4%	nt	-7%	nt	nt	1
8	O=C(CSc1nnc2ccccn12)NC(=O)Cc1ccccc1	-0.1%	-4%	665	-3%	11%	1.1	0%	-15%	2%	4
9	CC(CCc1ccccc1)NC(=O)CSc1ccccn1 (stereo not given)	0.2%	-6%	703	3%	-3%	1.1	23%	-3.9%	2%	-18
10	CC(=O)N1CCN(C(=O)Cn2c(=O)oc3ccccc32)CC1	3.4%[50 µM]	6%	nt	8%	6%	1	2%	-7.4%	16%	nt
11	O=C(CCc1nnc(CCC2CCCCC2)o1)NCc1ccon1	0.4%	6%	727	-7%	2%	1.1	4%	-0.9%	0%	23
12	COc1ccccc1NNC(=O)c1cc(C(C)(C)C)nn1Cc1ccccc1	0.9%	nt	740	35%	-2%	nt	3%	nt	nt	0
13	c1ccc(CNc2nc(NCc3ccco3)nc(N3CCOCC3)n2)cc1	0.1%	0%	730	6%	-3%	1.1	2%	-4.5%	-4%	2
14	COc1cc(NC(=O)C(=O)N2CCN(C)CC2)c(OC)cc1Cl	-0.2%	nt	717	-1%	7%	nt	4%	nt	nt	23
15	COC(=O)c1c(NC(=O)CN2CCCc3ccccc32)sc(C)c1C	0.1%	5%	619	10%	15%	1	1%	-5.4%	7%	-10
16	CC1CCN(S(=O)(=O)c2cc([N+](=O)[O-])ccc2Cl)CC1	-0.4%	2%	696	2%	17%	0.9	-2%	-5.2%	6%	3
17	c1ccc(-c2ccnc3nc(-n4cccc4)nn23)cc1	10%	3%	nt	5%	-11%	1	-4%	-4.9%	3%	nt
18	Cc1nnc(SCC(=O)Nc2nc3ccccc3s2)n(N)c1=O	1.1%[50 µM]	4%	606	2%	-4%	1.1	4%	-1.6%	-6%	8
19	CN(CC(=O)O)S(=O)(=O)c1cc(Cl)ccc1Cl	0.8%	6%	652	0%	-4%	1.1	-2%	-0.4%	-1%	-3
20	CCc1c(O)cc(=O)n(-c2ccccc2)c1-c1ccccc1	-0.2%[50 µM]	-17%	635	1%	24µM*	0.9	14%	-7.6%	-17%	-12

Only K1F lysis inhibition and PMI inhibition, for 2 of the compounds above:
cpd	canonical_smiles	K1F lysis inhibition	PMI inhibition
15	COC(=O)c1c(NC(=O)CN2CCCc3ccccc32)sc(C)c1C	0.1%	7%
16	CC1CCN(S(=O)(=O)c2cc([N+](=O)[O-])ccc2Cl)CC1	-0.4%	6%

4 of the entries above in order of the M1AAP inhibition value, rising:
| cpd | SMILES | M1AAP inhibition |
| --- | --- | --- |
| 19 | CN(CC(=O)O)S(=O)(=O)c1cc(Cl)ccc1Cl | 0% |
| 20 | CCc1c(O)cc(=O)n(-c2ccccc2)c1-c1ccccc1 | 1% |
| 16 | CC1CCN(S(=O)(=O)c2cc([N+](=O)[O-])ccc2Cl)CC1 | 2% |
| 17 | c1ccc(-c2ccnc3nc(-n4cccc4)nn23)cc1 | 5% |

A few values from above.
cpd 13 in XIAP antagonists shows -4.5%
cpd 15 in K1F lysis inhibition shows 0.1%

Following part:
no.	compound	K1F lysis inhibition	PMI inhibitors	Hep lipid drop cells 6.5 µM	M1AAP inhibition	M17LAP inhibition	TNAP activation fold	SIAH1 antagonists	XIAP antagonists	PMI inhibition	Hep lipid drop
21	COc1ccc(-c2nnc(SCC(=O)N3CCOCC3)o2)cc1	1.0%	6%	nt	4%	-7%	1.1	1%	-3.9%	8%	nt
22	Cc1nn(-c2ccccc2)c2sc(C(=O)n3cccn3)cc12	-0.7%	-3%	nt	nt	nt	1.1	6%	-5.3%	-1%	nt
23	Cc1ccn2c(-c3n[nH]c(=S)n3C)c(C)nc2c1	2.2%[50 µM]	0%	702	3%	12%	1	0%	-2.5%	-8%	-4
24	COC(=O)c1cc(CNC(=O)c2ccccc2Cl)ccc1OC	0.2%	2%	551	1%	5%	1.1	-1%	3.1%	4%	-1
25	CCSCCOC(=O)C1=C(C)NC(=O)NC1c1ccccc1 (stereo not given)	-0.4%	-2%	nt	9%	4%	1.2	1%	-7.6%	4%	nt
26	Cc1csc(NC(=O)c2ccc(C)c([N+](=O)[O-])c2)n1	1.5%	-7%	677	9%	20%	1	0%	-12%	-8%	-1
27	CCNC(=S)NCc1ccc(OC)c(OC)c1	0.4%	4%	654	2%	-5%	1.1	8%	0.0%	-2%	0
28	Clc1ccc(SCCCCN2CCOCC2)cc1	0.1%[50 µM]	-3%	638	-8%	0%	1.2	1%	-4.7%	3%	1
29	COC(=O)c1ccc(OC)c(-c2c(OC)cc(OC)cc2OC)c1	-0.4%[50 µM]	11%	729	5%	-16%	1	-6%	-0.5%	24%	1
30	O=C(CSc1nn(-c2ccc(F)cc2)c(=S)s1)NC(=O)NCc1ccco1	0.1%	-9%	nt	11%	12%	1.1	3%	-8.7%	-9%	nt
31	C#CCOCCOCCOCCNc1nc(N2CCOCC2)nc(N2CCN(C(=O)[C@H](Cc3ccc(O)cc3)n3cc([C@@H](N)CC(C)C)nn3)CC2)n1	1.4%	-7%	737	0%	-2%	1	1%	-2.8%	-3%	2
32	Nc1ccc2nc3n(c(=O)c2c1)CCC3	0.6%	11%	nt	5%	-31%	1.1	0%	-2.1%	30%	nt
33	CS(=O)(=O)N(CCc1ccccc1)CC(=O)Nc1ccc(OCc2ccccc2)cc1	0.2%	3%	nt	7%	-2%	1.1	-3%	-7.5%	-1%	nt
34	COC(=O)c1ccc2c(=O)n(CC3CCCO3)c(SCC(=O)Nc3ccccc3OC)nc2c1 (stereo not given)	0.4%	19%	nt	0%	1%	1	-3%	-4.1%	11%	nt
35	CC(CC(=O)Nc1ccc(C(N)=O)cc1)c1ccccc1 (stereo not given)	1.1%	3%	720	11%	-3%	1	0%	-6.3%	-1%	23
36	Cc1cc(C(=O)CSc2nnc(C3COc4ccccc4O3)n2C)c(C)n1-c1ccc(F)cc1 (stereo not given)	5.4%	4%	733	7%	9%	1	2%	-1.3%	2%	-8
37	O=C(NCCC1=CCCCC1)C1CCN(C(=O)c2ccc(Cl)cc2)CC1	0.0%	3%	nt	12%	0%	1.1	-6%	-5.1%	5%	nt
38	COC(=O)c1ccccc1NC(=O)CN(C)S(=O)(=O)c1ccc(OC)c(C)c1	1.1%	17%	775	1%	-5%	1.1	0%	-9.4%	12%	-10
39	Cc1cc(NC(=O)CSc2n[nH]c(=O)[nH]c2=O)ccc1Br	0.3%	-4%	600	10%	12%	1.2	8%	-2.6%	-3%	6
40	COc1cc2c(cc1OC)C(c1ccccc1)N(S(C)(=O)=O)CC2 (stereo not given)	0.1%	6%	682	-2%	-2%	1	2%	-3.8%	5%	22
41	CCOC(=O)N1CCN(C(=O)CN(C2CCCCC2)S(=O)(=O)c2ccc(C)cc2)CC1	3.2%	12%	714	6%	-2%	1.1	-5%	-6.9%	5%	0
42	Cc1cc(C)c2[nH]c(=O)c(C(c3nnnn3C3CCCC3)N3CCOCC3)cc2c1 (stereo not given)	nt	-17%	nt	nt	nt	1.1	1%	-8.0%	-12%	nt
43	NS(=O)(=O)c1ccc(CCNC(=O)CCC2COc3ccccc3O2)cc1 (stereo not given)	0.4%	0%	724	0%	7%	1.1	-7%	-2.8%	5%	-6
44	CCOC(=O)CSc1nc2cc(C)cc(C)c2cc1C#N	0.2%	12%	nt	3%	14%	1	1%	-12%	20%	nt
45	Cc1cc2cc(CNC(=O)NC3CCCCC3)ccc2n1C	-0.2%	1%	671	-6%	11%	1.1	-3%	-12%	0%	-2
46	CC1CCCC(NC(=O)COC(=O)c2ccccc2[N+](=O)[O-])C1C (stereo not given)	0.2%	1%	674	1%	0%	1.2	6%	-6.9%	3%	-10
47	N/C(Cc1ccc(Cl)cc1)=N\OC(=O)C1CCCCC1	3.0%[50 µM]	-11%	706	8%	-6%	1	0%	-3.7%	-14%	15
48	Cc1nn(C)c(C)c1NC(=O)c1cnn2c(C(F)F)cc(-c3ccccc3)nc12	nt	nt	631	-1%	-18%	1.1	7%	-3.4%	nt	30
49	O=C(c1cc(S(=O)(=O)N2CCOCC2)c(Cl)cc1Cl)N1CCCCC1CO (stereo not given)	0.1%	nt	696	-1%	7%	nt	5%	nt	nt	0
50	Cc1ccc(OCCCCn2cnc3ccccc32)cc1	1.2%	-11%	708	-7%	18%	1.1	7%	-8.8%	-6%	10
51	COc1ccc(OCCCC(=O)Nc2nncs2)cc1	0.0%	-4%	765	-3%	8%	1.1	5%	-1.8%	-11%	26
52	Cc1cc(NC(=O)Nc2cccc(Cl)c2)n(-c2ccccc2)n1	0.9%	nt	738	0%	-2%	nt	6%	nt	nt	3
53	CCn1c(O)c(N=NC(=O)c2cccs2)c2ccccc21	-0.2%	-6%	644	70µM*	19%	0.9	8%	-2.4%	3%	3

Records listed so far that bear a hit mark in M1AAP inhibition.
| nr | SMILES | PMI inhibitors | M1AAP inhibition | M17LAP inhibition | TNAP activation fold | SIAH1 antagonists | XIAP antagonists | PMI inhibition |
| --- | --- | --- | --- | --- | --- | --- | --- | --- |
| 53 | CCn1c(O)c(N=NC(=O)c2cccs2)c2ccccc21 | -6% | 70µM* | 19% | 0.9 | 8% | -2.4% | 3% |
